Source: PubChem BioAssay
HSF-1 act – increases HSF-1 driven luciferase reporter signal. NIH3T3-HGL HSF-1 luciferase reporter, MG132, 8 h; 100% = twice DMSO control signal. activation, % at 9 µM. 300,000 tested, 1.7% active;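 active = mean replicate activation of at least 50% with a set share of replicates each reaching 50%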;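 also: 0% = median of the neutral control wells and 100% = twice that signal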
Dyrk1A ADPGlo – inhibitors of rat Dyrk1A kinase; ADP-Glo luminescence, NFATc1 peptide; inhibition, % at 12.5 µM; 310,000 tested, 0.43% active; AID 504441; in the data active = inhibition above about 50%;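 also: plate controls were vehicle with enzyme for no effect and no enzyme for full effect; many of its hits are not listed in these tables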
IEC-6 tox – counter-screen for KLF5 inhibitors: cytotoxicity in IEC-6 cells | IEC-6 cytotoxicity, luminescence viability | 290,000 tested, 0.78% active | AID 1825 | inhibition, % at 5 µM; in the data active = inhibition above about 22%;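 also: 0% = plate median of test compound wells and 100% = cytotoxic reference compound wells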
KLF5 inhibitor – suppresses KLF5 promoter-driven expression. inhibition, % at 5 µM. 290,000 tested, 0.23% active. AID 1700. DLD-1 KLF5 promoter-luciferase reporter, luminescence;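 active = inhibition above a per-plate limit of that plate's mean compound inhibition plus 3 SD, cut at about 60% in these data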;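 also: 0% = DMSO wells and 100% = LY294002 at 200 µM; higher means less KLF5 promoter-driven luciferase light; inactives centre near -14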
GSK3A inh – human GSK-3 alpha kinase inhibition; 320,000 tested, 0.1% active; AID 2650; inhibition, % at 10 µM; ADP-Glo luminescence, 60 min; P49840;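 in the data active = inhibition above about 50%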;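 also: GST-tagged GSK-3 alpha with peptide substrate and 25 µM ATP; 0% = DMSO neutral wells and 100% = GW8510 positive control wells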
Target sequence (P49840 whole entry, looked up): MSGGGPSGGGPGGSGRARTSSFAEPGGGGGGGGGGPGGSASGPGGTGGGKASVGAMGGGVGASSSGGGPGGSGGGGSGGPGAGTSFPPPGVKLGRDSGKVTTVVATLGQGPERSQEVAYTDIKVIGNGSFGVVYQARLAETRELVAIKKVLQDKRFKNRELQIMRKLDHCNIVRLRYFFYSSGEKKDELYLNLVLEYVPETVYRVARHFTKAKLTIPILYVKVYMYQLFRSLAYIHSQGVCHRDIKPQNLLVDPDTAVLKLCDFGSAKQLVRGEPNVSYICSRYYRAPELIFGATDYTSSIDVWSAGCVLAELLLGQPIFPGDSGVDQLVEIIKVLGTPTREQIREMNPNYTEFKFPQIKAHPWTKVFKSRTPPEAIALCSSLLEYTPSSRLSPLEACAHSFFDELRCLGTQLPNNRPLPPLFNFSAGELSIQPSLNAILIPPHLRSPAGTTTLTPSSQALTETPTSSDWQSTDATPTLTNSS
aSyn UTR inh – 5' untranslated region of α-synuclein, MLPCN primary screen. alpha-synuclein 5'UTR reporter, inhibitor activity. inhibition, % (tested at 7.5 µM). 300,000 tested, 0.82% active. AID 1813; in the data active = inhibition above about 60%;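 also: H4 neuroglioblastoma cells stably carrying SNCA 5'UTR luciferase fusion; 0% = DMSO wells and 100% = positive control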
HSF1 inh – HSF1 inhibition | NIH3T3-HGL HSE-luciferase, MG132-induced, luminescence 8 h; hits give low values | 300,000 tested, 0.77% active | activity change, negative = inhibition, % at 7.5 µM (by protocol);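 active = more than half of replicate wells show activity change below -50%, luminescence cut by over half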;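 also: luciferase reports HSF-1 transcriptional activity via heat shock element; 0% = median of DMSO wells and -100% = zero luminescence signal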
GSK3beta inhib – human GSK3beta kinase inhibition; GST-GSK3beta kinase, ADP-Glo luminescence, 60 min; hits give low values; activity score (negative = inhibition), % at 10 µM; 300,000 tested, 0.038% active;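 active = more than half of replicate wells score below -50%, meaning over 50% inhibition versus plate controls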;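 also: 0% = median DMSO wells and -100% = median GW8510 positive control wells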
Target sequence (P49841 whole entry, looked up): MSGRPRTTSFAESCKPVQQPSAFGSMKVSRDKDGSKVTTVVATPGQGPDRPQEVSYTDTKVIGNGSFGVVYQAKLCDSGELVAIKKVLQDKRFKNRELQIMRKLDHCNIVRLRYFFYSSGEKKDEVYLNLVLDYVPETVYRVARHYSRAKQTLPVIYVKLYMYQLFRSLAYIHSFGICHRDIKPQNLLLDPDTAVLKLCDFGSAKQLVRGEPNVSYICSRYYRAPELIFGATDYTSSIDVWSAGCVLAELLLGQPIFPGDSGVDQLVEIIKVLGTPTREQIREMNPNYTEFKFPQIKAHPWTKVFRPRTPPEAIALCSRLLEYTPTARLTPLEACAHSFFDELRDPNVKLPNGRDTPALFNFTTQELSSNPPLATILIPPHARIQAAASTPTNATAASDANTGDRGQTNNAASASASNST
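Test system: GST-fused GSK3beta enzyme, cell-free | Quantity: 1.6 ng GST-GSK3beta enzyme per well | Reagent: 25 µM ATP with peptide substrate | Schedule: 60 min enzyme reaction, room temperature | Signal: Luminescent ADP-Glo measurement of ADP formed | Read-out basis: Score relative to plate controls | Control set: DMSO and 20 µM GW8510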
Platelet DG rel – platelet dense granule release activity. human platelet-rich plasma, SFLLRN dense granule ATP release, luminescence. inhibition, %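 (compounds screened at 7.5 µM in platelet-rich plasma)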. 300,000 tested, 0.22% active. AID 1663;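 active = mean replicate score, as percent of positive control, at or above 50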
HSP90 refold inh – blocks HSP90-mediated luciferase refolding in reticulocyte lysate. Rabbit reticulocyte lysate, luciferase refolding luminescence, 3 h. inhibition, % at 5.6 µM. 290,000 tested, 0.91% active. AID 1789;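 active = inhibition above the screen-wide mean plus 3 SD, computed separately per campaign, cut at about 16% in these data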;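 also: 0% = DMSO wells and 100% = 60 µM geldanamycin wells; inhibitors lower the luminescence because luciferase stays unfolded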
The depositor's hits bear a star; . = not tested or not shown. An excerpt; count on the stated rates, not on these rows.

SMILES	HSF-1 act	Dyrk1A ADPGlo	IEC-6 tox	KLF5 inhibitor	GSK3A inh	aSyn UTR inh	HSF1 inh	GSK3beta inhib	Platelet DG rel	HSP90 refold inh
O=C(Cc1cccs1)Nc1nnc(-c2ccccc2)s1	1.3	2.5	-3.5	-73.8	-2.7	-211.3	-8.2	1.1	11.8	-0.9
CCn1c(=O)cc(SCC(=O)N2CCOCC2)c2ccccc21	11.4	2.8	6.9	-21.1	1.9	5.4	2.7	-0.2	12.5	3.9
O=S(=O)(c1ccc2ccccc2c1)N1CCN(CCO)CC1	-4.9	-1.7	-0.3	-12.6	-6.6	-4.5	-1.2	0.0	6.7	-3.9
CCC1SC(CC)C(=O)N(CC(=O)NCCc2ccccc2)C1=O (stereo unspecified)	0.7	.	-6.2	-20.2	-0.2	5.0	-6.3	1.4	-2.2	-6.7
Cc1occc1-c1nnc(-c2cc([N+](=O)[O-])cc([N+](=O)[O-])c2)o1	12.0	-2.1	-6.9	-14.9	2.5	-133.0	9.9	2.4	-1.0	5.1
NC1=NC(c2ccc(F)cc2)n2c(nc3ccccc32)N1 (stereo unspecified)	10.1	8.6	-6.5	-41.8	0.5	2.5	-0.6	-5.0	-3.7	-2.6
Cc1ccccc1NS(=O)(=O)c1ccc(-c2ccc(=O)[nH]n2)o1	-20.4	4.2	5.9	-3.0	2.5	15.5	2.5	2.3	-4.3	-0.4
CC1CCN(CCC(=O)Nc2ccc(Cl)cc2)CC1	-36.4	.	0.6	0.2	-1.7	-28.8	-20.5	-2.8	-0.8	-0.3
Cc1cccc(N2CCN(S(=O)(=O)c3cc4c(cc3Cl)NC(=O)CO4)CC2)c1C	4.1	2.3	-5.9	9.0	2.9	16.1	-0.1	-1.0	-1.1	1.5
Cc1cc(NC(=O)CCC(=O)N(CC(=O)NCC2CCCO2)c2ccc(C)c(C)c2)no1 (stereo unspecified)	2.3	4.2	-2.0	-25.9	-3.0	-7.6	-3.4	7.1	-9.7	0.3
CC(=O)NCCc1nc2ccccc2n1Cc1ccc(C)cc1	1.8	1.7	-5.2	-36.5	-0.3	22.2	-0.4	1.4	-0.9	-0.7
Cc1cc(-c2nn(-c3ccccc3F)cc2CN(C)CC(O)CO)c(C)s1 (stereo unspecified)	2.1	.	-3.1	-18.2	0.4	16.9	4.6	0.4	-3.5	0.7
CCOc1ccc(OCCOc2ccc(/C=C/C(=O)O)cc2OCC)cc1	-9.5	0.2	5.0	-23.1	-2.5	12.9	1.1	-5.5	6.9	1.2
CC(C)CC(=O)CC1(O)C(=O)Nc2ccccc21 (stereo unspecified)	5.8	3.8	0.6	-22.9	-0.4	4.3	0.7	3.8	-1.1	-0.2
COc1ccc(-c2cc(C(=O)Nc3ccccc3SC)no2)cc1OC	16.9	-0.8	3.9	-19.9	-1.3	-14.4	2.5	0.6	-12.3	2.9
CCCCC(c1nnnn1CCOC)N1CCN(C(=O)c2ccco2)CC1 (stereo unspecified)	2.5	-0.8	-3.1	-13.5	.	6.4	1.2	-3.2	2.8	0.9
CCNC(=O)Nc1ccc(OC)cc1OC	-6.1	-1.9	-2.4	-21.3	.	15.6	2.0	2.6	-4.0	-0.2
O=C(CS(=O)(=O)c1ccccc1)NCc1ccccc1	-4.7	.	-6.9	-39.6	-3.2	11.6	-3.5	-5.1	18.8	-0.3
NC(=O)C1CCN(Cc2cccc(OCc3ccccc3)c2)CC1	0.9	-1.7	-1.5	-48.3	.	-16.9	-8.3	-0.3	-24.2	1.0
O=C(NCCN1CCCCC1)Nc1cccc(C(F)(F)F)c1	-2.6	-2.8	-4.3	-12.2	-1.6	-8.0	0.5	-1.4	-0.8	-6.3
CC(C)Cn1c(N)c(C=O)c(=O)[nH]c1=O	-1.6	-0.1	0.7	-14.4	1.5	16.1	-3.7	-0.2	-15.5	0.7
COc1ccc(-c2cc(C(=O)N3CCOCC3)no2)cc1OC	-9.6	3.9	1.2	-20.1	-5.4	-55.8	-15.6	-1.6	1.9	6.2
COc1ccc(Cc2noc(CN(C)CC3CCN(Cc4ccccc4)CC3)n2)cc1OC	17.2	-3.7	0.7	-20.2	-0.6	-2.6	4.7	3.6	1.8	5.5
COc1cccc(-c2cn3nc(C)c(C)nc3n2)c1	30.0	-12.6	11.8	-76.7	-1.0	-69.9	12.6	-2.1	74.1*	6.3
Cc1cc(C)c(C#N)c(Oc2ccccc2Br)n1	3.7	-2.1	5.2	-14.6	0.5	14.9	-11.4	3.7	0.4	-0.9
O=C(CSc1nccc(=O)[nH]1)Nc1ccc2c(c1)OCCO2	-22.6	0.0	-2.4	-103.6	-6.3	-139.2	-19.4	5.4	0.6	6.5
COc1ccccc1-c1nnc2sc(COc3ccc(Cl)cc3Cl)nn12	0.9	22.4	-9.6	-29.1	-1.8	17.3	-7.3	-0.9	-3.3	-1.3
O=C(/C(Br)=C/Nc1cc(Cl)ccc1Cl)C(F)(F)F	37.8	-3.0	-3.5	-26.1	-1.3	-32.7	9.9	1.9	-4.4	1.3
COc1ccc(OC)c(N=c2oc3cc(O)ccc3cc2C(N)=O)c1	30.9	81.0*	-0.6	-8.6	-1.3	-36.5	22.7	-40.8	5.3	-1.6
O=C(CCCc1nc(-c2ccccc2Cl)no1)N1CCOCC1	-14.4	8.7	-5.1	-29.1	0.9	-8.7	0.2	3.6	0.3	-0.3

2 entries from above, as comma-separated lines.
SMILES,HSF-1 act,Dyrk1A ADPGlo,IEC-6 tox,KLF5 inhibitor,GSK3A inh,aSyn UTR inh,HSF1 inh,GSK3beta inhib,Platelet DG rel,HSP90 refold inh
COc1ccc(Cc2noc(CN(C)CC3CCN(Cc4ccccc4)CC3)n2)cc1OC,17.2,-3.7,0.7,-20.2,-0.6,-2.6,4.7,3.6,1.8,5.5
COc1cccc(-c2cn3nc(C)c(C)nc3n2)c1,30.0,-12.6,11.8,-76.7,-1.0,-69.9,12.6,-2.1,74.1*,6.3

Next section
SMILES	HSF-1 act	Dyrk1A ADPGlo	IEC-6 tox	KLF5 inhibitor	GSK3A inh	aSyn UTR inh	HSF1 inh	GSK3beta inhib	Platelet DG rel	HSP90 refold inh
COc1ccc(N=Nc2cnc(C)nc2-c2ccccc2)cc1	-12.5	4.8	0.9	-8.4	-3.2	5.6	0.5	-2.6	3.2	0.3
O=C(O)CSC(C(=O)Nc1ccc(C(F)(F)F)cc1)c1ccccc1 (stereo unspecified)	10.3	-6.5	4.4	-12.3	-3.7	-3.1	-1.5	-0.1	8.3	0.1
Cc1cc(-c2ccccc2)n2nc(C)c(-c3ccccc3)c2n1	6.2	6.7	5.6	-1.9	-1.2	-51.5	6.6	-1.7	14.9	4.5
COc1cc(Cl)c(C)cc1NC(=O)c1ccc2c(c1)OCO2	25.6	.	10.1	-62.4	5.0	-84.2	5.4	0.6	5.9	1.4
COc1ccc(NC(=O)c2ccc3c(c2)CCN3S(=O)(=O)c2ccccc2)cc1	10.2	6.2	-5.6	-20.2	-3.5	12.4	4.8	-3.6	-5.3	-1.4
O=C(c1ccccc1Cl)N1N=C(c2cccs2)CC1c1cccc(O)c1 (stereo unspecified)	1.6	-7.5	3.2	-38.1	-0.4	11.5	-1.6	1.1	-11.1	0.7
Cc1cc(C)n2nc(C(=O)NNC(=O)c3ccccc3)nc2n1	-4.2	.	-2.4	-8.6	-0.8	41.6	-2.1	-0.4	-2.9	1.7
CCc1ccc(/C=N/NC(=O)Cc2cccn2C)cc1	13.3	.	0.3	10.1	-2.3	-52.3	-8.5	-4.3	13.1	4.5
C=CCn1c(SCC(=O)Nc2ccccc2OC)nc2c([nH]c3ccccc32)c1=O	37.4	-2.1	1.7	-16.9	-2.5	25.6	20.5	-0.3	30.1	1.9
CSc1nc2sc3c(c2c(=O)[nH]1)CCCC3	27.4	0.2	2.9	1.1	-0.9	-8.4	11.4	-4.3	-0.5	-4.6
CCN(CC)C(=O)C1=C(C)Nc2ncnn2C1c1cccnc1 (stereo unspecified)	0.6	-5.2	-1.3	-50.3	-1.5	-19.8	-7.3	1.3	-1.9	0.1
COc1ccc(C/C(C)=N/NC(=S)Nc2ccc(Cl)cc2)cc1	-18.0	-1.6	-3.5	-13.8	2.2	3.2	5.8	-4.3	0.9	1.6
CCN1C(=O)C(O)(CC(=O)c2c(C)coc2C)c2ccccc21 (stereo unspecified)	-7.6	-1.0	-6.3	6.1	-0.7	0.9	-7.0	-2.0	4.0	3.6
O=C(Nc1ccc(CN2CCCCC2)cc1)c1cccc(Br)c1	34.5	8.7	-2.3	-55.8	-2.0	-71.9	6.9	-1.2	2.9	0.6
CCC(=O)N1CCc2cc(S(=O)(=O)CCC(=O)N3CCN(c4ccccc4)CC3)ccc21	-0.5	-5.6	4.5	-26.0	4.3	-3.3	-0.5	2.4	2.1	-2.4
CC(=O)c1c(-c2ccccc2)c2cc(Cl)ccc2n(C)c1=O	-4.8	2.4	22.5*	-2.0	1.6	27.9	8.4	-2.9	-1.0	2.7
Cc1c(CCC(=O)O)c(=O)oc2c(C)c(OCc3cc4c(cc3Cl)OCO4)ccc12	-9.7	-2.3	0.6	1.4	2.6	15.1	4.5	2.8	6.2	-0.8
COC(=O)c1ccc(NC(=O)CNc2ccccc2)cc1	27.5	.	-0.6	-31.1	-0.3	-99.1	14.4	3.6	1.4	-2.2
COc1cccc(NC(=S)N/N=C2\CC(C)(C)Oc3ccc(O)cc32)c1	-0.5	-1.7	6.5	23.4	.	-15.0	6.6	0.3	-3.0	7.1
CC(c1ccccc1)N1CC(C(=O)O)CC1=O (stereo unspecified)	-9.3	-7.1	-5.2	-13.9	1.4	11.4	-12.9	-3.4	6.2	-2.3
O=C(Nc1c(Cl)ccc2nsnc12)c1ccco1	1.4	-3.3	-7.6	5.1	-2.7	-16.2	-0.8	-1.8	-10.6	-0.6
Cc1nc(N)sc1-c1nnc(SCC(=O)Nc2ccccc2C(F)(F)F)n1C	10.6	-1.2	-1.1	2.7	-1.9	14.7	1.7	2.3	-0.1	-10.2
ONC(=Nc1ccc(Cl)cc1)c1ccccc1	28.8	7.9	1.2	10.4	-0.4	-34.5	13.5	3.2	-0.7	-2.8
COc1ccc(N(C(=O)c2ccc(Br)o2)C2C=CS(=O)(=O)C2)c(OC)c1 (stereo unspecified)	9.9	-0.8	0.4	-7.5	20.4	7.9	4.0	-0.1	-10.7	0.3
Cc1nc2scc(-c3cccs3)c2c(=O)o1	-0.8	-1.7	2.5	-28.3	-5.2	6.2	-1.7	0.8	-7.5	-1.7
COc1cccc(CN(C(=O)c2ccc([N+](=O)[O-])cc2)C2CCS(=O)(=O)C2)c1 (stereo unspecified)	-7.1	0.1	-4.7	-43.7	-0.8	-5.6	-5.7	0.4	7.4	-7.6
Clc1ccc(-c2nnc(-c3ccco3)nc2N2CCCCC2)cc1	6.0	-3.7	6.5	-27.0	-2.5	1.8	-6.2	0.8	-11.8	-5.4
CC(=O)C1[C@H](N(C)C)CC2C3CC=C4CC(O)CC[C@]4(C)C3CC[C@@]21C (stereo partly specified)	-4.5	-0.3	-1.7	-23.6	-1.4	7.8	-5.0	-2.0	3.7	-1.9
Cc1ccc(CS(=O)Cc2ccc(C(=O)NC3CCC(C)CC3)o2)cc1 (stereo unspecified)	-11.4	-0.5	4.2	-25.9	-2.1	10.1	-4.5	-1.7	-4.7	-0.9
